# Keap1 Nrf2 FP = Keap1-Nrf2 (human) interaction inhibition | Keap1 Kelch-Nrf2 peptide fluorescence polarization, 1536-well | inhibition, % at 9.4 µM | actives 0.15% (n = 340,000) | AID 504523; in the data active = inhibition above about 12%;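 also: human Keap1 Kelch domain with fluorescein labeled Nrf2 9mer peptide probe; 0% = neutral control wells and 100% = peptide positive control; higher means more block of Keap1 binding to Nrf2 peptide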
# Target sequence (Q14145 whole entry, looked up, the tested form may be a part): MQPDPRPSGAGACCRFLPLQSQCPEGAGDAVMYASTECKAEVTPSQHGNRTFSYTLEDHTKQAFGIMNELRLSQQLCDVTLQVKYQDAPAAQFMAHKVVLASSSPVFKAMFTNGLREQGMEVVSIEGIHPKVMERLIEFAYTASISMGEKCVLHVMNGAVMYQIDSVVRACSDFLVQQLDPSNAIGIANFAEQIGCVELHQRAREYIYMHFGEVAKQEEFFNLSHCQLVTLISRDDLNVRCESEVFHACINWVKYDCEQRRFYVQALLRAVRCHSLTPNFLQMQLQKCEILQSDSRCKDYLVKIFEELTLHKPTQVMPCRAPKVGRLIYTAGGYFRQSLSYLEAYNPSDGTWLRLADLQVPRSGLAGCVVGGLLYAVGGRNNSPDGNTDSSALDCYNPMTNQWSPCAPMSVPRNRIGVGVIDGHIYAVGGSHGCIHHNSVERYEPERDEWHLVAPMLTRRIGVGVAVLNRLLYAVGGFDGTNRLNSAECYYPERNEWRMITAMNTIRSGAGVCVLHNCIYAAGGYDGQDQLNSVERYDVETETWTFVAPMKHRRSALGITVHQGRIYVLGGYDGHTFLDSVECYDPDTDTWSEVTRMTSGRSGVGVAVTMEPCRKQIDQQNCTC
# PKA-R2B activ = activators of human PKA-R2B complex | actives 0.079% (n = 340,000) | activation, % at 11.4 µM | PKA-R2B holoenzyme dissociation, Cy5-IP20 fluorescence polarization; R2B truncated from residue 108, S112A mutant; 0% DMSO only, 100% 113 µM cGMP | P22694+P31323;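 active = activation above a cutoff set at the mean over all compounds plus 3 SD, cut at about 18% in these data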;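 also: higher means more holoenzyme dissociation and a rise in polarization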
# Rtt109 Vps75 = inhibitors of Candida albicans Rtt109/Vps75 histone acetyltransferase; Q5AAJ8; actives 0.16% (n = 330,000); AID 540336; purified Rtt109/Vps75, ThioGlo CoA-SH fluorescence, 4 h; inhibition, % at 34.9 µM;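 active = inhibition of at least 50% in every replicate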
# Target sequence (Q5AAJ8 whole entry, looked up): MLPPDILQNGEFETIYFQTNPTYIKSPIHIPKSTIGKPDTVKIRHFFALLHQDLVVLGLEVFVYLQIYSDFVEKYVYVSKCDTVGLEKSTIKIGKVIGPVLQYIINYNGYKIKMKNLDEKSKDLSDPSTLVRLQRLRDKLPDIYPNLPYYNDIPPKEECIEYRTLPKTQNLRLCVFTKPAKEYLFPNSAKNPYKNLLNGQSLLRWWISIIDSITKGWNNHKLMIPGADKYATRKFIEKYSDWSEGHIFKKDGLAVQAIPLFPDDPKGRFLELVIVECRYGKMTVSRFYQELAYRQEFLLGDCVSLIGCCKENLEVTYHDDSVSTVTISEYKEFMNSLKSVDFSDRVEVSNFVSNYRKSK
# SR-BI DiI-HDL act = activators of SR-BI mediated HDL lipid uptake; actives 0.096% (n = 320,000); CHO ldlA[mSR-BI] cells, DiI-HDL uptake fluorescence, 3 h; 100 = double the neutral-control signal; activation, % at 12.5 µM; AID 504775;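 active = mean replicate activation of at least 60% and every replicate at or above 60%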;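 also: 0% = median plate neutral-control signal and 100% = twice that signal; values of inactives mirror those of a sister screen read the other way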
#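 Test system: SR-BI-overexpressing, LDLR-lacking CHO cells; Medium: Ham's F12 with 0.5% BSA, HEPES 25 mM, pH 7.4; Schedule: 3 h, 37 °C; Technique: bottom-read fluorescence, 550/595 nm.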
# LANA DNA inh = inhibitors of KSHV LANA C-terminal domain DNA binding. MBP-C-LANA/FAM-LBS DNA binding, fluorescence polarization. inhibition, % at 9 µM. actives 0.078% (n = 340,000);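 active = highest replicate inhibition at or above 60% at 9 µM, even if other replicates fall short; inactive = all replicates below 60% inhibition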;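 also: 0% = neutral control wells and 100% = 4 µM acridine orange control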
# DAGLB inhibitor = diacylglycerol lipase beta (human) inhibition; actives 0.059% (n = 340,000); HEK293T DAGLB membrane lysate, EnzChek fluorogenic substrate; Q8NCG7; AID 504411; inhibition, % at 5.17 µM; in the data active = inhibition above about 34%;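 also: 0% = enzyme with vehicle and 100% = wells lacking enzyme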
# RTF Ca sens inh = cardiac RTF calcium desensitization; IANBD-labeled cardiac RTF, Ca2+ fluorescence; P19429+P45379; actives 0.12% (n = 340,000); inhibition, % at 7.15 µM; AID 493244;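 active = inhibition above the mean inhibition of all tested compounds plus 3 SD, cut at about 17% in these data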;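 also: assay run at fixed EC70 calcium of 1.6 mM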
# CAL PDZ FP-1 = inhibitors of human CAL PDZ peptide binding | Q9HD26 | purified CAL PDZ, TMR-peptide fluorescence polarization, 1 h | inhibition, % at 24.9 µM | actives 0.92% (n = 300,000) | AID 602252;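 active = mean inhibition of at least 30% with at least half of replicates also reaching 30%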;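 also: 0% = DMSO neutral control and 100% = excess unlabeled competitor peptide PRC23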
# CAL PDZ FP-2 = inhibitors of human CAL PDZ peptide binding; AID 504414; actives 0.02% (n = 330,000); inhibition, % at 20 µM; purified CAL PDZ, TMR-peptide fluorescence polarization, 1 h;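 active = highest replicate inhibition of at least 40%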;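 also: plate controls were DMSO neutral control wells for no effect and unlabeled competitor peptide control wells for full effect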
#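 System: tagged CAL PDZ domain. Schedule: 1 h room-temperature incubation prior to read. Signal: fluorescence polarization (mP). Measure: percent inhibition from loss of millipolarization.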
# RTF Ca sens act = increases calcium sensitivity of human cardiac regulated thin filaments; P19429+P45379; IANBD-labeled TnC RTF fluorescence at EC20 calcium; 0% EC20 calcium, 100% full calcium; activation, % at 7.2 µM; actives 0.24% (n = 340,000); AID 493008;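 active = activation above the mean over all tested compounds plus 3 SD, cut at about 30% in these data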;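 also: rise in fluorescence read as greater calcium sensitivity of cardiac thin filaments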
# Starred values were filed as active, the others as inactive; . = not tested or not shown. Hits appear at their usual frequency; 1.6% or so of the library scored in one or more.
1) O=C1CC(/C=C/c2ccc(Cl)cc2)=Nc2ccccc2N1
2) COc1ccc(/C=N/NC(=O)CNC(=O)c2ccc(S(=O)(=O)N3CCCC3)cc2)c(OC)c1
3) C#CCCOC(=O)N1C2=NC(C(=O)OC)=C(C(=O)OC)[C@@H]3N(Cc4ccccc4)c4ccccc4[C@]23C[C@H]1C(=O)OC
4) CCOC(=O)COc1c(C(=O)OC)sc2ncccc12
5) COc1cccc(N(CC(=O)NCCN2CCOCC2)S(=O)(=O)c2ccccc2)c1
6) CSc1ccccc1OCc1cc(C(=O)N2CCN(C)C(c3ccccc3)C2)no1 (stereo not given)
7) CC12CCC(C(=O)Nc3ccccc3Cl)([C@H](Br)C1=O)C2(C)C (stereo not given in full)
8) Cc1c(C)n(CC(O)CNc2ccccc2)c2ccccc12 (stereo not given)

screen / no. | 1 | 2 | 3 | 4 | 5 | 6 | 7 | 8
DAGLB inhibitor | 3 | 0 | 4 | -1 | 0 | -3 | 4 | 0
CAL PDZ FP-2 | -1.4 | -2.8 | 0.8 | -0.1 | -2.8 | -3.0 | -0.4 | -8.2
CAL PDZ FP-1 | . | -1 | 1 | -5 | -2 | 2 | 1 | -7
Rtt109 Vps75 | 3 | . | 3 | 15 | -2 | -2 | -3 | -10
RTF Ca sens inh | -7 | 6 | 0 | 7 | -3 | -9 | -3 | -2
PKA-R2B activ | -1 | -3 | -2 | -4 | -1 | 3 | 0 | -2
Keap1 Nrf2 FP | -15 | 0 | -1 | -1 | 0 | -4 | -3 | -5
SR-BI DiI-HDL act | -5 | -84 | 6 | -15 | 12 | -30 | 7 | -24
LANA DNA inh | -2.5 | -1.7 | 0.6 | -1.0 | 0.3 | -1.5 | -0.1 | 1.0
RTF Ca sens act | 11 | -8 | -6 | 2 | -2 | 0 | 4 | 3

9) O=C(CN1C(=O)C2C3C=CC(C3)C2C1=O)Nc1ccc(S(=O)(=O)N2CCCCC2)cc1 (stereo not given)
10) COc1ccccc1NS(=O)(=O)c1ccc(NC(=O)c2[nH]nc(OC)c2[N+](=O)[O-])cc1
11) O=C(CN(Cc1ccccc1)S(=O)(=O)c1ccc(Br)cc1)N/N=C/c1ccccc1C(=O)O
12) COc1ccc(CCC(=O)N2CCN(C3CCCCC3)CC2)cc1
13) CC1CCCCC1NC(=O)CCCn1c(=S)[nH]c2ccsc2c1=O (stereo not given)
14) CCN1C(=O)[C@@H]2[C@H](C1=O)[C@@H]1C[C@H]3C(=O)N(CC)C(=O)[C@H]3[C@@H]3C1=C(C(=O)N1C(=O)OC(=NCC4CC4)[C@]31C)[C@@H]2C
15) CCOC(=O)c1c(-c2ccco2)csc1N
16) O=C1CN(C(=O)COc2ccc(Br)cc2F)c2ccccc2N1

screen / no. | 9 | 10 | 11 | 12 | 13 | 14 | 15 | 16
DAGLB inhibitor | 0 | 2 | 11 | -2 | 2 | 2 | 2 | 1
CAL PDZ FP-2 | 0.3 | -1.3 | -0.5 | -0.2 | -1.4 | -0.3 | 0.5 | -1.2
CAL PDZ FP-1 | -5 | . | 2 | -2 | -5 | 2 | -2 | -2
Rtt109 Vps75 | 11 | -8 | 0 | 12 | -9 | -1 | 4 | 9
RTF Ca sens inh | -12 | -2 | 4 | -1 | -7 | 11 | -2 | -1
PKA-R2B activ | 2 | 1 | -2 | -7 | 6 | 0 | -6 | 5
Keap1 Nrf2 FP | 2 | -7 | 4 | -1 | -1 | -9 | -1 | 0
SR-BI DiI-HDL act | -10 | 20 | -2 | 7 | 6 | 43 | -18 | 7
LANA DNA inh | 1.6 | 0.0 | 1.1 | 0.9 | -0.3 | 1.5 | -0.5 | -1.1
RTF Ca sens act | -3 | -3 | -1 | -3 | -2 | 5 | 1 | 1

17) Cc1cc(C)c(NC2=CC(=O)CC(C)(C)C2)c(C#N)c1
18) O=C(N/N=C/c1ccccc1O)C1CC(=O)N(c2ccc(F)cc2)C1 (stereo not given)
19) CC1CCN(CCOc2cccc(Br)c2)CC1
20) Cc1cc(NC(=O)CSc2nncc(=O)n2N)no1
21) O=[N+]([O-])c1ccc(CN2CCOCCOCCN(Cc3ccc([N+](=O)[O-])cc3)CCOCC2)cc1
22) CC(C)C(=O)NCCc1nc(-c2ccc(Cl)cc2)no1
23) CCN(CC(=O)NCc1ccc(Cl)cc1)C(=O)COc1ccc(Cl)cc1Br
24) Cc1n[nH]c(C)c1C(=O)CC1(O)C(=O)N(CCc2ccccc2)c2ccc(Br)cc21 (stereo not given)

screen / no. | 17 | 18 | 19 | 20 | 21 | 22 | 23 | 24
DAGLB inhibitor | -1 | -2 | -2 | -5 | -1 | -2 | -2 | -1
CAL PDZ FP-2 | -2.0 | -2.3 | 0.7 | 8.7 | -0.3 | -0.5 | -2.0 | -1.1
CAL PDZ FP-1 | . | -2 | -3 | -3 | 7 | -2 | -1 | -6
Rtt109 Vps75 | 6 | -6 | -4 | -2 | -10 | -7 | 28 | 7
RTF Ca sens inh | -5 | 6 | -11 | -3 | 7 | -5 | 3 | -6
PKA-R2B activ | -2 | 2 | 8 | 1 | 7 | -5 | -4 | -10
Keap1 Nrf2 FP | -1 | -4 | 2 | -3 | 1 | 2 | -1 | 6
SR-BI DiI-HDL act | 18 | 5 | 13 | 2 | 12 | 10 | -58 | 8
LANA DNA inh | -0.5 | -1.4 | -0.3 | -1.8 | -1.1 | 0.0 | 0.8 | -1.3
RTF Ca sens act | -5 | -7 | 1 | -1 | 0 | -2 | -3 | 0

25) CCN(CC)C(=O)CSc1nsc(SCC(=O)N(CC)CC)c1C#N
26) CCc1ccc(S(=O)(=O)/N=C2\C=C(Nc3ccc(C(=O)O)cc3)C(=O)c3ccccc32)cc1
27) Cn1c2ccccc2c2c(=O)oc3ccccc3c21
28) CN1CCN(CCCC(=O)c2ccc(F)cc2)CC1
29) O=C(CSCCS(=O)(=O)c1ccc(Cl)cc1)Nc1ccccc1
30) CCC(=O)c1c(NC)cc(C)oc1=O
31) C[C@H]1CN([C@@H](C)CO)C(=O)c2cccc(NS(=O)(=O)c3ccc(Cl)cc3)c2O[C@@H]1CN(C)CC1CCCCC1
32) c1ccc(CC[C@@H]2CC[C@@H](CCc3ccccc3)N2)cc1

screen / no. | 25 | 26 | 27 | 28 | 29 | 30 | 31 | 32
DAGLB inhibitor | -1 | 11 | -3 | 0 | -1 | -3 | 1 | 0
CAL PDZ FP-2 | . | 0.5 | 0.1 | -2.6 | -0.1 | -0.6 | 0.2 | -0.8
CAL PDZ FP-1 | -3 | 2 | 2 | 0 | 0 | -2 | -6 | 8
Rtt109 Vps75 | 2 | 20 | 6 | -3 | -5 | 12 | 1 | 0
RTF Ca sens inh | -1 | 6 | -4 | -3 | -9 | 0 | 5 | -8
PKA-R2B activ | -4 | -13 | 0 | -2 | 3 | -7 | -2 | -3
Keap1 Nrf2 FP | 2 | -3 | 1 | -3 | -6 | -1 | 0 | 2
SR-BI DiI-HDL act | -4 | -5 | 19 | 22 | 13 | 19 | 11 | 6
LANA DNA inh | -0.7 | 0.2 | 0.2 | -0.8 | -0.5 | 41 | -0.5 | 1.5
RTF Ca sens act | -1 | -10 | -3 | 2 | 2 | 4 | 4 | -3

# 3 entries from above, ordered by their value in Keap1 Nrf2 FP, descending.
no.	mol	DAGLB inhibitor	CAL PDZ FP-2	CAL PDZ FP-1	Rtt109 Vps75	PKA-R2B activ	Keap1 Nrf2 FP	SR-BI DiI-HDL act	LANA DNA inh	RTF Ca sens act
27	Cn1c2ccccc2c2c(=O)oc3ccccc3c21	-3	0.1	2	6	0	1	19	0.2	-3
26	CCc1ccc(S(=O)(=O)/N=C2\C=C(Nc3ccc(C(=O)O)cc3)C(=O)c3ccccc32)cc1	11	0.5	2	20	-13	-3	-5	0.2	-10
29	O=C(CSCCS(=O)(=O)c1ccc(Cl)cc1)Nc1ccccc1	-1	-0.1	0	-5	3	-6	13	-0.5	2

# (continued)
33) COc1cccc(NC(=O)Cn2c(=O)oc3ccccc32)c1
34) CC(C)(C)c1ccc(S(=O)(=O)N2CC(=O)Nc3ccccc32)cc1
35) O=C(NCc1ccco1)/C(=C\c1cccs1)NC(=O)c1ccccc1
36) Cc1cc(C)cc(C(=O)NCC(=O)OCC(=O)Nc2ccc(C)cc2Br)c1
37) C=CCN1C(=O)CSc2ccc(C(=O)OCC)cc21
38) CCc1nnc(NC(=O)[C@@H](NC(=O)c2ccc(C(C)(C)C)cc2)C(C)C)s1
39) COc1cc(/C=C(\C#N)C(=O)Nc2ccccn2)ccc1O

screen / no. | 33 | 34 | 35 | 36 | 37 | 38 | 39
DAGLB inhibitor | 0 | 0 | 0 | -1 | -3 | -2 | 0
CAL PDZ FP-2 | -1.7 | -1.4 | -14 | -0.1 | -1.0 | -0.6 | -0.9
CAL PDZ FP-1 | -4 | . | -2 | 1 | -1 | -4 | 0
Rtt109 Vps75 | 2 | 5 | 3 | 0 | -12 | 3 | 9
RTF Ca sens inh | -11 | 0 | -6 | 4 | -3 | -5 | -24
PKA-R2B activ | 8 | 6 | 13 | -7 | 0 | -21 | 2
Keap1 Nrf2 FP | -5 | 2 | -3 | 2 | 2 | -1 | -5
SR-BI DiI-HDL act | -9 | 12 | -26 | -17 | -24 | -10 | .
LANA DNA inh | 1.0 | 0.6 | 0.0 | -0.9 | 1.2 | 0.5 | 0.5
RTF Ca sens act | -2 | 0 | 2 | 1 | 4 | 5 | 3

# Excerpt: compounds 34–39
34) CC(C)(C)c1ccc(S(=O)(=O)N2CC(=O)Nc3ccccc32)cc1
35) O=C(NCc1ccco1)/C(=C\c1cccs1)NC(=O)c1ccccc1
36) Cc1cc(C)cc(C(=O)NCC(=O)OCC(=O)Nc2ccc(C)cc2Br)c1
37) C=CCN1C(=O)CSc2ccc(C(=O)OCC)cc21
38) CCc1nnc(NC(=O)[C@@H](NC(=O)c2ccc(C(C)(C)C)cc2)C(C)C)s1
39) COc1cc(/C=C(\C#N)C(=O)Nc2ccccn2)ccc1O

screen / no. | 34 | 35 | 36 | 37 | 38 | 39
DAGLB inhibitor | 0 | 0 | -1 | -3 | -2 | 0
CAL PDZ FP-2 | -1.4 | -14 | -0.1 | -1.0 | -0.6 | -0.9
CAL PDZ FP-1 | . | -2 | 1 | -1 | -4 | 0
Rtt109 Vps75 | 5 | 3 | 0 | -12 | 3 | 9
RTF Ca sens inh | 0 | -6 | 4 | -3 | -5 | -24
PKA-R2B activ | 6 | 13 | -7 | 0 | -21 | 2
Keap1 Nrf2 FP | 2 | -3 | 2 | 2 | -1 | -5
SR-BI DiI-HDL act | 12 | -26 | -17 | -24 | -10 | .
LANA DNA inh | 0.6 | 0.0 | -0.9 | 1.2 | 0.5 | 0.5
RTF Ca sens act | 0 | 2 | 1 | 4 | 5 | 3

# Compound activity as filed in PubChem.
